AID2073: inhibitors of Mint1-CaV2.2 protein interaction, biochemical, HTRF (AID 2073); HTRF protein-protein interaction, Mint1-CaV2.2; higher % means a stronger effect; 290,000 compounds, 0.19% hits; one-dose inhibition, % at 20 µM; IC50 in µM for titrated hits; in the data active means inhibition mostly above about 51%, no sharp cut-off; inconclusive means no clear call, values can overlap the other calls; inactive means mostly below about 53%; further: some results filed as inactive read as strong as hits
Autophagy mod: autophagy modulation, high-content screen; calls only at 10 µM (by protocol); MEF GFP-LC3 puncta imaging; test concentration mostly 10 µM; 190,000 compounds, 0.98% hits;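 active means percentage of spot-positive cells more than 3 SD above its plate mean, without a fluorescence outlier flag or 80% toxicity; inconclusive means no clear call, values can overlap the other calls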;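 further: spot-positive cell cutoff set from DMSO-treated cells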
NTR1 agonist: agonists of NTR1, primary screen, imaging, U2OS cells, beta-arrestin-GFP, high content (AID 493036). P30989. NTR1-U2OS beta-arrestin-GFP spot imaging, agonist mode. activation, % at 20 µM. 330,000 compounds, 0.17% hits;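 active means activation at or above 40% of the spot to cytoplasm intensity ratio, with at least 20 cells analyzed; inconclusive means wells under 20 cells, flagged as cytotoxic or low count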;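 further: 0% = DMSO without peptide and 100% = 100 nM NTR1 peptide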
Target sequence (P30989 whole entry, looked up): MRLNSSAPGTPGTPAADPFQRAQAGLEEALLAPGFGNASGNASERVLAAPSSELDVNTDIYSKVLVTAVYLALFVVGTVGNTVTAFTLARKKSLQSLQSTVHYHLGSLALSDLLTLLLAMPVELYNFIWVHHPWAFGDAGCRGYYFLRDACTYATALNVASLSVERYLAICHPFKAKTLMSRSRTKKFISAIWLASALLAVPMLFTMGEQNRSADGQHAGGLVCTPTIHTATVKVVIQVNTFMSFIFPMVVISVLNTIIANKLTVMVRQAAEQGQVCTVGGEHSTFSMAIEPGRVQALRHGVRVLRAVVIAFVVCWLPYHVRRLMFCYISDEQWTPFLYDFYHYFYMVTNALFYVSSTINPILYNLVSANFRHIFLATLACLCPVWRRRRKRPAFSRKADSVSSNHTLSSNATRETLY
NS5 inhibitors: Dengue-2 NS5 methyltransferase inhibitors, primary screen, biochemical, confirmation dose response (AID 588689); Dengue-2 NS5 methyltransferase capping enzyme assay, biochemical; higher % means a stronger effect; one-dose inhibition, % at 25 µM; IC50 in µM for titrated hits; 340,000 compounds, 0.3% hits; in the data active means a potency from the dose series; inconclusive means inhibition above about 29% without an active follow-up result
GPR35 antagonists: GPR35 antagonists blocking zaprinast-driven arrestin recruitment, primary screen, imaging, U2OS, beta-arrestin-GFP, zaprinast agonist (AID 2058); 290,000 compounds, 0.052% hits; inhibition, % at 10 µM, or IC50 in µM where a hit was titrated; U2OS GPR35 beta-arrestin-GFP translocation imaging, zaprinast antagonism; higher % means a stronger effect;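 active means inhibition of at least 50% with at least 30 cells and total cytoplasm GFP at most 10,000,000; inconclusive means under 30 cells or total GFP of 10,000,000 plus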
WT yeast gro inh: growth inhibition of WT yeast, mitochondrial fusion screen. mitochondrial fusion phenotypic screen, WT strain. inhibition, % at 10 µM. 190,000 compounds, 2.1% hits. AID 1362; in the data active means inhibition above about 58%; tested in S. cerevisiae
UTI89 phage lysis: inhibition of K1F phage lysis, E. coli UTI89, bacterial capsule biogenesis inhibitors, alamar blue (AID 488966). E. coli UTI89 K1F phage lysis, alamar blue, 2 h; higher % means a stronger effect. one-dose inhibition, % at 100 µM; IC50 in µM for titrated hits. 340,000 compounds, 0.02% hits;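 active means phage lysis inhibition, versus mean bacterial control, above a set limit; inconclusive means no clear call, values can overlap the other calls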;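 further: capsule biogenesis inhibitors block K1F phage lysis so surviving cells raise fluorescence; higher fluorescence means more inhibition of phage lysis; actives were called in the ten point dose series up to 300 µM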
LYP phosphatase: PTPN22 lymphoid phosphatase activity blockers – biochemical, fluorescence intensity, uHTS (AID 1779); recombinant LYP phosphatase, fluorescence intensity; higher % means a stronger effect; one-dose inhibition, % at 11.5 µM; IC50 in µM for titrated hits; 290,000 compounds, 0.054% hits; in the data active means inhibition above about 50%;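 further: plate controls were vehicle with enzyme for no effect and no enzyme for full effect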
RSV antiviral HEp-2: inhibition of RSV-induced cytopathic effect – HEp-2 cells, primary 10 µM value included (AID 2391). HEp-2 cells, RSV-induced CPE inhibition; higher % means a stronger effect. one-dose CPE inhibition, % at 10 µM; IC50 in µM for titrated hits. 310,000 compounds, 0.13% hits; in the data active means a potency from the dose series; inconclusive means CPE inhibition mostly from about 23% at the one dose, without a potency; inactive means the rest, 99 in 100 with CPE inhibition below about 21%; further: strong numbers were not always called active
WT yeast gro inh mutant strain: also measured in WT yeast gro inh; calls as there; inhibition, %; mitochondrial fusion phenotypic screen, mutant strain inhibition
Autophagy mod cell loss 18 h: further read-out of Autophagy mod, marked with its call; toxicity, %; measured here: cell loss, nuclei count;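 cell loss after 18 h compound exposure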
NTR1 agonist cell count 20 µM: also measured in NTR1 agonist; calls as there; cell count; measured here: cell count, cytotoxicity flag
NS5 inhibitors pilot replicate: also measured in NS5 inhibitors; calls as there; inhibition, %; measured here: pilot screen replicate inhibition
The depositor's hits bear a star; i = inactive; ? = inconclusive; / = not tested or not shown; + = active, no number; [ ] = remark or other dose.

SMILES	AID2073	Autophagy mod	Autophagy mod cell loss 18 h	NTR1 agonist	NTR1 agonist cell count 20 µM	NS5 inhibitors	GPR35 antagonists	WT yeast gro inh	WT yeast gro inh mutant strain	UTI89 phage lysis	LYP phosphatase	RSV antiviral HEp-2	others
C[C@H](NC(=O)C1CCN(C(=O)[C@H](Cc2ccccc2)NC(=O)OC(C)(C)C)CC1)C(=O)O	1%	/	/	0.1	81	-3%	10%	/	/	2.2%[50 µM]	-9%	2.2%
O=C(c1ccc(S(=O)(=O)NCc2ccco2)cc1)N1CCN(Cc2ccccc2)CC1	-3%	i	-9	0.0	69	4%	-7%	-6	3	0.2%	-3%	2.1%
COC(=O)c1cc(CNC(=O)c2ccccc2OCc2c(C)noc2C)ccc1OC	?	/	/	1.2	60	-9%	1%	/	/	0.2%[50 µM]	-8%	3.0%
CC1=NN(C(=O)c2csc(C)c2)C(O)(C(F)(F)F)C1 (centres undefined)	-2%	i	24	-2.7	42	-2%	-5%	-6	-10	0.8%	-3%	0.8%
COCC(C)NC(=O)c1ccc2c(c1)S(=O)(=O)c1ccccc1C2=O (centres undefined)	-7%	/	/	-0.8	50	-5%	-2%	/	/	1.5%[50 µM]	-7%	1.7%
O=C(c1ccccc1)N1N=C(c2cccs2)CC1c1ccccc1O (centres undefined)	5%	/	/	3.5	54	-10%	24%	/	/	-0.7%	-4%	?
CSc1ccc(CN(C)Cc2cc(=O)oc3c(C)c(C)ccc23)cc1	11%	/	/	8.9	72	-9%	14%	/	/	0.0%	-1%	4.9%
Cc1onc(-c2c(Cl)cccc2Cl)c1C(=O)O/N=C(\C#N)c1ccccc1	-8%	/	/	2.5	74	-2%	24%	/	/	-0.5%	0%	3.8%
CC1CCCN(C(=O)c2sc3cc([N+](=O)[O-])ccc3c2Cl)C1 (centres undefined)	-2%	i	33	2.3	69	1%	12%	-1	-65	0.3%	-4%	?
CC(C)C(NS(=O)(=O)c1ccc2c(c1)OCCO2)C(=O)NCCc1ccccn1 (centres undefined)	7%	i	-2	-3.2	65	-5%	4%	-5	-3	1.7%	-7%	1.3%

Three entries already listed, arranged by length of the SMILES, smallest number first.
SMILES	AID2073	Autophagy mod	Autophagy mod cell loss 18 h	NTR1 agonist	NTR1 agonist cell count 20 µM	NS5 inhibitors	GPR35 antagonists	WT yeast gro inh	WT yeast gro inh mutant strain	UTI89 phage lysis	LYP phosphatase	RSV antiviral HEp-2	others
Cc1onc(-c2c(Cl)cccc2Cl)c1C(=O)O/N=C(\C#N)c1ccccc1	-8%	/	/	2.5	74	-2%	24%	/	/	-0.5%	0%	3.8%
O=C(c1ccc(S(=O)(=O)NCc2ccco2)cc1)N1CCN(Cc2ccccc2)CC1	-3%	i	-9	0.0	69	4%	-7%	-6	3	0.2%	-3%	2.1%
C[C@H](NC(=O)C1CCN(C(=O)[C@H](Cc2ccccc2)NC(=O)OC(C)(C)C)CC1)C(=O)O	1%	/	/	0.1	81	-3%	10%	/	/	2.2%[50 µM]	-9%	2.2%

As a short view, part of the list above:
SMILES	AID2073	Autophagy mod	Autophagy mod cell loss 18 h	NTR1 agonist	NTR1 agonist cell count 20 µM	NS5 inhibitors	GPR35 antagonists	WT yeast gro inh	WT yeast gro inh mutant strain	UTI89 phage lysis	LYP phosphatase	RSV antiviral HEp-2	others
CSc1ccc(CN(C)Cc2cc(=O)oc3c(C)c(C)ccc23)cc1	11%	/	/	8.9	72	-9%	14%	/	/	0.0%	-1%	4.9%
Cc1onc(-c2c(Cl)cccc2Cl)c1C(=O)O/N=C(\C#N)c1ccccc1	-8%	/	/	2.5	74	-2%	24%	/	/	-0.5%	0%	3.8%
CC1CCCN(C(=O)c2sc3cc([N+](=O)[O-])ccc3c2Cl)C1 (centres undefined)	-2%	i	33	2.3	69	1%	12%	-1	-65	0.3%	-4%	?
CC(C)C(NS(=O)(=O)c1ccc2c(c1)OCCO2)C(=O)NCCc1ccccn1 (centres undefined)	7%	i	-2	-3.2	65	-5%	4%	-5	-3	1.7%	-7%	1.3%

Following part.
SMILES	AID2073	Autophagy mod	Autophagy mod cell loss 18 h	NTR1 agonist	NTR1 agonist cell count 20 µM	NS5 inhibitors	GPR35 antagonists	WT yeast gro inh	WT yeast gro inh mutant strain	UTI89 phage lysis	LYP phosphatase	RSV antiviral HEp-2	others
Clc1cccc(-c2nc(NCc3cccnc3)c3ccccc3n2)c1	2%	i	-20	14	67	-15%	-2%	-9	-9	2.0%	0%	4.5%
C=CCOc1ccccc1/C=N/O	4%	/	/	-0.5	47	1%	10%	-8	6	0.1%	-2%	1.2%
O=C(c1cccc(F)c1)N1CCC(N2CCOCC2)CC1	-2%	i	4	0.6	48	-8%	-5%	-7	-2	0.0%	-9%	0.8%
Cc1ccc(CC2CC(=O)N(c3nc4ccccc4s3)C2=O)cc1 (centres undefined)	2%	i	12	0.2	37	-5%	6%	-20	0	0.1%	5%	2.1%
Cc1ccc(C(=O)Nc2ccc(S(=O)(=O)N3CCc4ccccc4C3)cc2)o1	16%	i	-3	0.0	61	-1%	-2%	0	-16	-1.1%	7%	0.1%
COc1ccc(-c2cc(C(=O)NCc3cccnc3)no2)cc1OC	-3%	i	10	-1.7	86	-3%	7%	-17	3	3.1%	-1%	0.4%
O=C1C2C(c3ccccc3)(C(=O)N1c1ccc(Cl)cc1)C2(c1ccccc1)c1ccccc1 (centres undefined)	12%	i	11	0.3	40	-4%	-9%	22	1	-4.6%	4%	2.9%
S=C(c1ccc2c(c1)OCO2)N1CCCC1	42%	i	-10	0.1	56	-4%	21%	-2	17	1.1%	-5%	0.7%
O=C(c1cc(COc2cccc(C(F)(F)F)c2)on1)N1C[C@H]2CC[C@H]1C2	-2%	/	/	3.3	65	5%	-8%	/	/	0.0%	-9%	?
CC(C)NC(=O)COC(=O)c1ccc(S(=O)(=O)N2CCCC2)cc1	12%	i	-21	2.4	26	-1%	8%	2	-4	-1.6%	-7%	2.7%

2 compounds drawn at random from the list so far:
SMILES	AID2073	Autophagy mod	Autophagy mod cell loss 18 h	NTR1 agonist	NTR1 agonist cell count 20 µM	NS5 inhibitors	GPR35 antagonists	WT yeast gro inh	WT yeast gro inh mutant strain	UTI89 phage lysis	LYP phosphatase	RSV antiviral HEp-2	others
S=C(c1ccc2c(c1)OCO2)N1CCCC1	42%	i	-10	0.1	56	-4%	21%	-2	17	1.1%	-5%	0.7%
O=C(c1cccc(F)c1)N1CCC(N2CCOCC2)CC1	-2%	i	4	0.6	48	-8%	-5%	-7	-2	0.0%	-9%	0.8%

Back to the main list, repeating the 2 entries before the break.
SMILES	AID2073	Autophagy mod	Autophagy mod cell loss 18 h	NTR1 agonist	NTR1 agonist cell count 20 µM	NS5 inhibitors	GPR35 antagonists	WT yeast gro inh	WT yeast gro inh mutant strain	UTI89 phage lysis	LYP phosphatase	RSV antiviral HEp-2	others
O=C(c1cc(COc2cccc(C(F)(F)F)c2)on1)N1C[C@H]2CC[C@H]1C2	-2%	/	/	3.3	65	5%	-8%	/	/	0.0%	-9%	?
CC(C)NC(=O)COC(=O)c1ccc(S(=O)(=O)N2CCCC2)cc1	12%	i	-21	2.4	26	-1%	8%	2	-4	-1.6%	-7%	2.7%
Cc1cc(N/N=C/c2cccc(Cl)c2)nc(NCc2ccccc2)n1	23%	i	-13	8.6	32	-6%	-6%	82*	81*	5.6%	-4%	21%
O=C(OCC(=O)N1CCCC1=O)c1cc2ccccc2o1	/	/	/	-1.2	71	-5%	/	/	/	0.5%	/	0.0%
O=S(=O)(c1ccc(Br)s1)N1CCN(c2ccccc2)CC1	2%	i	10	1.2	54	-7%	6%	/	/	-0.2%	6%	3.3%
CC(C)C(NC(=O)c1ccc(Cl)cc1)C(=O)O (centres undefined)	8%	i	-5	0.4	64	-1%	-10%	-7	-6	0.2%	-7%	3.8%
COC(=O)COc1cccc2c(=O)n(CC(=O)N3CCCCC3)ccc12	14%	/	/	0.8	62	2%	3%	/	/	0.3%	-6%	0.2%
COc1ccc2nc(Nc3nc(CSc4nnnn4-c4ccccc4)cc(=O)[nH]3)nc(C)c2c1	16%	+	-10*	2.8	80	4%	11%	16	23	0.0%	1%	2.0%
Cc1nn(-c2ccccc2)c(N)c1C(c1ccc(C(C)C)cc1)c1c(C)nn(-c2ccccc2)c1N	6%	i	6	1.0	43	-5%	-5%	42	5	0.2%	4%	13%
Cc1ccc(NC(=O)CN2C(=O)C(=O)N(C3CCCC3)C2=O)c(Cl)c1	/	/	/	-1.4	70	-9%	/	/	/	-0.3%[50 µM]	/	0.9%
Cc1ccc(OCC(=O)c2ccc(Cl)s2)c([N+](=O)[O-])n1	67%	i	0	0.5	24	52%	12%	-11	14	-1.4%	-1%	0.2%
O=c1c2c(nc3nc(NCc4cccc(Cl)c4)[nH]n13)CCC2	3%	i	9	-0.3	37	/	1%	-9	6	/	-2%	2.6%
Cc1cc2cc(CN(Cc3ccc4c(c3)OCO4)C(=O)c3cnccn3)c3nnnn3c2cc1C	3%	i	-16	1.2	83	-8%	13%	-9	-3	6.5%	-4%	2.7%
COc1ccc2nc(NC(=O)c3ccc(NS(=O)(=O)c4cccs4)cc3)sc2c1	20%	i	-5	2.2	55	-4%	-13%	8	-18	i	4%	20%
Cc1ccc(NC(=O)CCC(=O)N2CCN(S(=O)(=O)c3ccc(C)cc3)CC2)cc1	/	/	/	0.9	48	-3%	/	/	/	0.3%[50 µM]	/	2.2%
Cc1cc(=O)cc(C)n1-c1ccccc1N	16%	/	/	2.6	46	-1%	-10%	/	/	-0.1%	-13%	0.5%
COc1cc(/C=C\C(=O)NCc2ccc3[nH]c(C)cc3c2)cc(OC)c1OC	?	i	7	-1.2	75	-2%	14%	10	-15	2.7%	3%	1.8%
COc1ccc(NC(=O)c2ccc(S(=O)(=O)N3CCCC3)cc2)cc1OC	/	/	/	1.4	60	0%	/	/	/	0.3%[50 µM]	/	2.8%
Cc1csc(NC(=O)C2CCN(C(=O)CSc3nnc(C)n3Cc3ccccc3)CC2)n1	12%	i	2	0.7	79	4%	6%	-8	-10	0.5%	-5%	0.2%	NS5 inhibitors pilot replicate=-4.1
O=C1NC(=S)S/C1=C/c1ccc(N2CCOCC2)o1	32%	i	3	1.6	46	24%	24%	23	30	-1.2%[50 µM]	0%	0.3%
COc1ccc(S(=O)(=O)NCC(c2ccc3c(c2)OCO3)N2CCN(c3ccccc3)CC2)cc1 (centres undefined)	/	/	/	1.6	49	3%	/	/	/	-0.7%[50 µM]	/	-0.5%

Screening data deposited in PubChem BioAssay by several laboratories.
